Source: PubChem BioAssay
Giardia killer – kills Giardia lamblia; Giardia lamblia trophozoite viability; activity change, % at 7.66 µM, hits read low; 340,000 tested, 0.15% active; AID 540267; in the data active means activity change below about -80%; inconclusive means between about -30% and that limit;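 further: parasites exposed to compound for two days anaerobically before the ATP read; on the % scale 0 is the no-effect control and ±100 the full control effect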
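Anaerobic 48 hrs incubation at 37 deg C of 100 trophozoites/well with test compounds; ATPLite 1-Step luminescence, 15-30 min RT, reports cellular ATP as viability.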
a7 integrin act – activates integrin-mediated alleviation for muscular dystrophy. Potency, µM (series often up to 38.3 µM), for the others: at the top dose activation, usual class: activators. 350,000 tested, 0.064% active. alpha7betagal myoblasts, beta-gal FDG fluorescence, 48 h. AID 624291;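 further: potency means the concentration at half of the fitted maximal effect; 100% = response of the positive control SU9516; nearly all actives have a fitted effect of over 60% in size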
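alpha7betagal+/- myoblasts (passage 13, 250/well) treated 48 h at 37C with compounds at 1:260 dilution of DMSO stock. Lysed, then beta-galactosidase activity read as FDG fluorescence (ex 480/em 540) after 30 min, with pre-read for autofluorescence.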
PTAP TSG101 blk – blocks PTAP/TSG101 interaction to inhibit HIV-1 budding. Potency, µM (highest dose often 115 µM), without a hit: at the highest dose activity change, negative = inhibition, most hits filed as inhibitors. Q99816. Fluorescence polarization, FITC-PTAP peptide / Tsg101 binding. 340,000 tested, under 10 active; active means well fitted inhibition curve with a large enough effect in the main read-out, with a control signal flat, not every such curve was filed as active; inconclusive means small, poorly fitted or top-dose-only effect, or effect the other way, or a change in a side signal; inactive means no such curve, though single readings can be large or run the other way; further: potency means the concentration at half of the fitted maximal effect; % of control where 0% means no effect
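FP read-out: FITC-PTAP peptide, 50 nM final, binding Tsg101 binding domain, 10 uM final; 20 min, r.t.; 10 mM HEPES pH 7.5, 0.15 M NaCl, 0.01% Tween 20, 3 mM EDTA, 0.1 mM TCEP.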
Menin-MLL TR inh – menin-MLL binding inhibition, Texas Red mutant peptide | Menin + Texas Red MLL mutant peptide, fluorescence polarization | AID 1768 | Potency, µM (series often up to 61.6 µM), without a hit: at the highest dose FP activity change, negative = inhibition, hits mostly inhibitors | 270,000 tested, 0.23% active | O00255; active means well fitted inhibition curve with a large enough effect in the polarisation, with a control signal flat, not every such curve was filed as active; inconclusive means small, poorly fitted or top-dose-only effect, or effect the other way, or a change in a side signal; inactive means no such curve, though single readings can be large or run the other way; the % refers to the polarisation; further: potency means the concentration at half of the fitted maximal effect; % of control where 0% means no effect; many of its hits are not listed in these tables
B2AR arrestin – beta2AR (human) beta-arrestin recruitment activity | P07550 | beta-arrestin recruitment to beta2AR, cell-based reporter | Potency, µM (titrated, usually from 46.1 µM), for inactives: at the top dose activation, most hits filed as activators | 330,000 tested, 0.02% active;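 further: potency means the concentration at half of the fitted maximal effect; 0% = DMSO controls and full agonism = EC100 isoproterenol or metaproterenol; nearly all actives have a fitted effect of over 65% in size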
GALK inhibitor – inhibitors of human galactokinase | P51570 | Purified GALK, Kinase-Glo residual ATP luminescence | Potency, µM (titrated, usually from 57.5 µM), without a hit: top-dose activity change, negative = inhibition, usual class: inhibitors | 270,000 tested, 0.007% active | AID 1868; further: potency means the concentration at half of the fitted maximal effect; on the % scale 0 is the no-effect control and ±100 the full control effect
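Galactose (100 uM) and ATP (35 uM) were turned over by 5 nM GALK for 1 h at RT. Kinase-Glo Plus then converted the remaining ATP into a luminescent signal.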
BCR signal inh – blocks chronic active B-cell receptor signaling; Potency, µM (series often up to 46.1 µM), for inactives: at the top dose ratio change, negative = lower green/red ratio, most hits filed as inhibitors; ABC-DLBCL IkBa-CBG/CBR reporter, luminescence ratio, 4 h; 340,000 tested, 0.05% active; AID 493014; active means well fitted inhibition curve with a large enough effect in the signal ratio, with a control signal flat, not every such curve was filed as active; inconclusive means small, poorly fitted or top-dose-only effect, or effect the other way, or a change in a side signal; the % refers to the signal ratio;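 further: potency means the concentration at half of the fitted maximal effect; plate controls were basal doxycycline-induced cells for no effect and cells given 10 µM MG132 for full effect; MG132 reads +100%, hits lower the ratio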
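TMD8 human ABC-DLBCL cells with doxycycline-inducible IκBα–green luciferase fusion and unfused red luciferase, in 0.5% FBS medium; compounds up to 46 uM, 4 h at 37C. Green/red luminescence ratio, filter-overlap corrected, fitted to concentration-response curves.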
S-ASM inh – blocks human secretory acid sphingomyelinase | placental ASM, HMU-PC fluorogenic substrate, 60 min | AID 504937 | P17405 | 340,000 tested, 0.006% active | Potency, µM (top dose mostly 57.5 µM), without a hit: at the top dose activity change, negative = inhibition, most hits filed as inhibitors; further: potency means the concentration at half of the fitted maximal effect
Target sequence (P17405 47-631 limits assumed): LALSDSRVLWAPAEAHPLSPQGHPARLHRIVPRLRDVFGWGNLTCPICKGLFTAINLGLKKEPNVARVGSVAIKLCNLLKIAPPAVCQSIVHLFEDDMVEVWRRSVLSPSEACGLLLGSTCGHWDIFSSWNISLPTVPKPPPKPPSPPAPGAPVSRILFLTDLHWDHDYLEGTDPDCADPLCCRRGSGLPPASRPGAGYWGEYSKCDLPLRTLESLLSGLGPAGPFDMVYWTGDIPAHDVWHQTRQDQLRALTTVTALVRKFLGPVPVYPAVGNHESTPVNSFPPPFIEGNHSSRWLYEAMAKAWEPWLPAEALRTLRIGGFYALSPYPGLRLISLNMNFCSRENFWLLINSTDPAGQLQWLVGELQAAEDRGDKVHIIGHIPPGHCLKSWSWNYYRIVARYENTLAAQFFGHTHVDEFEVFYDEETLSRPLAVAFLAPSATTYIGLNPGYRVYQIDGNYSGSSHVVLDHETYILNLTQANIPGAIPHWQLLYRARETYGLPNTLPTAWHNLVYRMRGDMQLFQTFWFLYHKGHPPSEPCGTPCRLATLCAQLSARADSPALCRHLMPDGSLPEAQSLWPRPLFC
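Human placenta-derived ASM preincubated with compound 10 min at room temperature, then reacted with 9 uM (final) fluorogenic HMU-PC substrate for 60 min at 37 C. Stop solution raises pH to 10; fluorescence read at Ex 386/Em 447 nm.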
PKM2 act – PKM2 (human) enzyme activation; P14618; 260,000 tested, 0.34% active; AID 1631; purified PKM2, Kinase-Glo ATP luminescence, activation; response scale: 0% is enzyme alone, no compound; Potency, µM (doses to about 57.5 µM), without a hit: top-dose activation, actives largely listed as activators; further: potency means the concentration at half of the fitted maximal effect; on the % scale 0 is the no-effect control and ±100 the full control effect; nearly all actives have a fitted effect of over 55% in size
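Purified hPK-M2 (>95% pure) converted ADP (0.1 mM final) to ATP with 0.5 mM PEP in 50 mM imidazole pH7.2, KCl, MgCl2, Tween 20, BSA; 1 h at room temperature. ATP detected by Kinase-Glo luminescence.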
Tb PFK inh – T. brucei PFK enzyme inhibition; O15648; T. brucei PFK, ADP-Glo luminescence; Potency, µM (titrated, usually from 57.5 µM), inactives show at the highest dose activity, negative = inhibition, usual class: inhibitors; 330,000 tested, 0.17% active;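 further: potency means the concentration at half of the fitted maximal effect; 0% = uninhibited 1x PFK enzyme wells and -100% = no-enzyme wells; nearly all actives have a fitted effect of over 60% in size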
Target sequence (O15648 whole entry, looked up): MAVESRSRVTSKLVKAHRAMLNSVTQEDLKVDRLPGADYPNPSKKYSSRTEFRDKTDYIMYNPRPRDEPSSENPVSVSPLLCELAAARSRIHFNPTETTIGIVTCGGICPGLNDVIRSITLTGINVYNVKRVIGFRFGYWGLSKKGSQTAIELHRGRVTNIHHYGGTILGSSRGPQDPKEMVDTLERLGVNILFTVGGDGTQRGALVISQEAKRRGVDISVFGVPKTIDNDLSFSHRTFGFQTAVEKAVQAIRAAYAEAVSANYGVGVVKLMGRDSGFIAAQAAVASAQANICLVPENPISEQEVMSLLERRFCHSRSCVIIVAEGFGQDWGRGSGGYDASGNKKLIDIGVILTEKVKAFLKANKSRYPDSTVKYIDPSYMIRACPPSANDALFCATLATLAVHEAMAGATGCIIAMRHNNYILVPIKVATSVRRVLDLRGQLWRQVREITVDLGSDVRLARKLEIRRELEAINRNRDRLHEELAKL
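1.25 nM PFK with 0.5 mM F6P and 0.1 mM ATP in 0.1 M TEA pH 8.0, 5 mM MgCl2, incubated 45 min at room temperature; ADP measured by ADP-Glo luminescence; compounds titrated up to 57 uM.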
Coupling enz – counter-screen for Giardia aldolase inhibitors: coupling enzyme system; coupling enzyme system counterscreen, AmpLite Red fluorescence; activity change, negative = inhibition, % at 58.2 µM, hits read low; 290,000 tested, 0.67% active; AID 2472; in the data active means activity change below about -30%; further: on the % scale 0 is the no-effect control and ±100 the full control effect
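Coupling enzymes only (glyceraldehyde-3-phosphate) + compound, at 57.5 uM final, 10 min RT; add substrate/coupling/AmpLite Red mix, 20 min RT; fluorescence ex 525/em 598 nm. Actives flag coupling-system interference.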
* hit, by the source's call; ? = inconclusive; / = not tested or not shown; & = joins results of further samples; [ ] = another dose, or the depositor's remark. Unless noted, the call rests on the fitted dose curve; in most records, active means well fitted curve in the direction sought with a large enough effect; inconclusive means small, poorly fitted or top-dose-only effect, or another doubt; inactive means no such curve, though single readings can be large; an effect the other way counts as inactive or inconclusive. These rows are one share of the data; the hit share may differ from the screen's.

SMILES | Giardia killer | a7 integrin act | PTAP TSG101 blk | Menin-MLL TR inh | B2AR arrestin | GALK inhibitor | BCR signal inh | S-ASM inh | PKM2 act | Tb PFK inh | Coupling enz
Cc1ccc(S(=O)(=O)N2CCOCC2)cc1C(=O)NC1CCSc2ccccc21 (stereo not drawn) | 7 | ? | -4% | / | -0.5% | -5% | -1% | 1% | -9% | 4% | /
CCOc1ccc(N2C(=O)CC(NCC#N)C2=O)cc1 (stereo not drawn) | -4 | 20% | -1% | 0% | 0.0% | 4% | 4% | 1% | 2% | -2% | 0
CNC(=O)C(=O)NCC1CCCN1S(=O)(=O)c1cccs1 (stereo not drawn) | 31[activator] | -24% | -1% | / | 0.4% | / | ? | -6% | / | 0% | /
CCN(CC(=O)Nc1c(F)cccc1F)C(=O)Cc1ccc2c(c1)CCC2 | 16 | 30% | -11% | / | -0.4% | / | 0% | 5% | / | -13% | /
COc1ccc(-c2cn(-c3ccccc3)nc2C(=O)O)cc1OC | -16 | 7% | 1% | -8% | 0.4% | -3% | -1% | 2% | / | 3% | 1
CC(C)c1nnc(NC(=O)C2CCN(C(=O)Nc3ccccc3)CC2)s1 | -14 | -11% | -3% | -9% | -0.2% | 0% | 0% | 3% | 1% | 3% | 2
O=c1c(O[C@@H]2O[C@H](CO)[C@H](O)[C@H](O)[C@H]2O)c(-c2ccc(O)c(O)c2)oc2cc(O)cc(O)c12 | / | / | / | 2% | -0.2% | -9% | 1% | / | 8% | 6.7µM* | 1
O=C(COc1ccc2ccccc2c1Br)N1CCOCC1 | 7 | 2% | -6% | -2% | 0.0% | -9% | ? | -2% | -2% | 1% | 3
Cc1cccc2cc(CNCc3ccccc3)c(Cl)nc12 | 0 | 3% | -5% | 11% | 0.0% | 3% | ? | 1% | 0% | -1% | 1
Cc1ccc(-c2csc3ncnc(N4CCN(S(=O)(=O)c5cccs5)CC4)c23)cc1 | 8 | -38% | -1% | / | -0.8% | / | ? | -2% | / | 4% | /
O=C(NCc1ccc2c(c1)OCO2)c1ccc(Cl)c(S(=O)(=O)N2CCOCC2)c1 | 13 | 11% | -3% | -1% | 0.1% | 1% | -12% | -1% | 0% | 2% | 3
COc1ccc(CCNC(=O)c2ccc(CNc3c(N4CCOCC4)c(=O)c3=O)cc2)cc1OC | -16 | 1% | -9% | 21% | -0.2% | 3% | -6% | 4% | -9% | -2% | 2
COC(=O)c1cccc(CN2C(=O)SC(Nc3ccccc3)C2=O)c1 (stereo not drawn) | -2 | -32% | -2% | / | 0.0% | 7% | ? | -7% | -2% | -18% | -16
CN1CCC(OC(=O)c2cc3cc(Cl)cc(Cl)c3oc2=O)CC1 | 16 | 0% | 22% | -1% | -0.7% | -2% | 8% | 4% | 2% | 2% | 1
CCOC(=O)CSc1nnc(NC(=O)c2cccc(S(=O)(=O)N3CCCCCC3)c2)s1 | -7 | -9% | -5% | ? | -0.1% | / | -9% | -1% | -6% | 2% | 2
COC(=O)c1ccc(OC)c(Cn2c(=O)n(C)c(=O)c3ccccc32)c1 | 3 | 10% | -4% | -8% | -1.1% | -7% | 1% | 6% | 0% | 4% | 0
O=[N+]([O-])c1cc(S(=O)(=O)N2CCCCC2)ccc1NCCCN1CCOCC1 | -16 | -5% | -3% | 6% | 0.1% | 2% | ? | 0% | -1% | -2% | 0
C[C@@H]1CCC[C@H](C)N1NC(=O)c1ccc(Cl)c(S(N)(=O)=O)c1 | -15 | / | 3% | 7% | 6.5% | 4% | ? | -2% | -11% | -1% | -1&2
O=C(NCc1ccncc1)C1CCCN(S(=O)(=O)c2cc(Cl)ccc2Cl)C1 (stereo not drawn) | 13 | 16% | -2% | / | 0.0% | / | 2% | 3% | / | -3% | /
COc1ccccc1/C=N/NC(=O)CCn1cnc2ccccc21 | 12 | -17% | -11% | 0% | -0.4% | 0% | ? | 2% | 3% | -2% | -15
CN(Cc1ccccc1)S(=O)(=O)c1ccc(NC(=S)NC(=O)C2CCCC2)cc1 | -6 | -7%[7.66 µM] | -3% | 61%[activator] | 0.5% | 2% | ? | -6% | 2% | -1% | 2
O=C(NCCCn1ccnc1)c1ccc(Br)c(S(=O)(=O)N2CCOCC2)c1 | -5 | 3% | -8% | 11% | -0.2% | -2% | 0% | -3% | 1% | 1% | /
C/C(=C\C(=S)Nc1ccccc1)Nc1ccccc1 | 0 | 4% | -2% | -4% | 0.4% | -2% | ? | 7% | 14% | -2% | 1
CCCCOCCCn1cnc2c([nH]c3cc(OC)ccc32)c1=O | -13 | 3% | -2% | -10% | -0.9% | 0% | 4% | -6% | 8% | -5% | 0
COc1cccc(C(=O)Nc2cccc(OCC(=O)c3ccccc3)c2)c1 | 16 | -15% | -1% | ? | 0.0% | -2% | -6% | -11% | -8% | 1% | -2
CCCCCCCN1N=C(C)C(C(=O)c2ccccc2)C1=O (stereo not drawn) | ? | 17% | -6% | 12% | -1.0% | -1% | -5% | 2% | 2% | 1% | -17
COc1ccccc1Nc1nnc(SCC(=O)Nc2nc(-c3ccc(F)cc3)cs2)s1 | -29 | -54%[inhibitor] | 6% | ? | -0.3% | -2% | 0% | 1% | -6% | 0% | -1
COc1ccccc1N1CCN(C(=O)CCc2nnc3ccc(N4CCOCC4)nn23)CC1 | ? | ? | -3% | -1% | 0.2% | 3% | -8% | 0% | / | -4% | 1
O=[N+]([O-])c1ccc2nc(-c3ccccn3)[nH]c2c1 | 7 | -28% | -3% | / | ? | 0% | ? | -2% | -27% | 1% | -12
Nc1cccc(C(=O)OCC(=O)Nc2cccc3c2C(=O)c2ccccc2C3=O)c1 | 6 | 20% | -17% | 12% | -1.5% | 1% | ? | 3% | -7% | -6% | 3
CN(Cc1c(O)ccc2c1oc(=O)c1ccccc12)C1CCCCC1 | 6 | -17% | -10% | ? | -0.2% | -2% | -3% | -1% | -8% | 0% | -1
CCc1nc(N2CCCC2)c(C#N)c2c1CCCC2 | -19 | -1% | -7% | 4% | -0.3% | 3% | -1% | 163%[activator] | 0% | -6% | 8
Cc1[nH]nc2cn[nH]c12 | 7 | 10%[7.66 µM] | -12% | -4% | 0.2% | 5% | ? | 2% | -12% | -3% | -5
O=C(NCC(c1ccco1)N1CCOCC1)c1c(F)cccc1F (stereo not drawn) | -4 | 18% | -3% | / | -0.2% | / | 5% | 2% | / | 1% | /
Cc1onc(-c2ccccc2)c1C(=O)Nc1ccc(N2CCOCC2)cc1 | 0 | 0% | -1% | / | 0.2% | 0% | ? | -7% | -2% | 0% | -1
Cc1ccccc1NS(=O)(=O)c1ccc(OCC(=O)N2CCCC2)cc1 | -1 | -3% | -1% | 0% | 0.0% | 0% | -1% | -1% | -8% | 0% | 2
COc1ccc(NC(=O)NNC(=O)C(O)(c2ccccc2)c2ccccc2)cc1 | -16 | 2% | -7% | ? | 0.4% | 4% | 6% | 3% | -3% | 1% | -1
CN1CCN(CCCNC(=O)CCCOc2cc(=O)n(C)c3ccccc23)CC1 | -14 | 12% | -6% | 1% | 0.0% | 0% | -9% | 1% | 1% | 2% | 1
CN(C)S(=O)(=O)Nc1ccc(C(=O)O)cc1 | 2 | -16% | -3% | 31%[activator] | -0.4% | -3% | -5% | 2% | -1% | 1% | 1
CC1CCCC(C)N1C(=O)CSc1nnnn1Cc1ccccc1 (stereo not drawn) | 15 | -11% | -5% | -11% | 0.0% | 2% | -1% | -1% | 1% | 0% | 0

In the list so far, 2 have a nitro group on carbon:
SMILES | Giardia killer | a7 integrin act | PTAP TSG101 blk | Menin-MLL TR inh | B2AR arrestin | GALK inhibitor | BCR signal inh | S-ASM inh | PKM2 act | Tb PFK inh | Coupling enz
O=[N+]([O-])c1cc(S(=O)(=O)N2CCCCC2)ccc1NCCCN1CCOCC1 | -16 | -5% | -3% | 6% | 0.1% | 2% | ? | 0% | -1% | -2% | 0
O=[N+]([O-])c1ccc2nc(-c3ccccn3)[nH]c2c1 | 7 | -28% | -3% | / | ? | 0% | ? | -2% | -27% | 1% | -12
